High-throughput results (PubChem)
MazEF act: increases E. coli MazEF RNase cleavage of RNA; P0AE70; FAM/BHQ RNA-DNA oligo cleavage fluorescence, 5 h; activation, % at 20 µM; 0.32% of 350,000 active; AID 504720; in the data active = activation above about 50%
Yp Topo-I inh: Y. pestis Topo-I inhibition via cleavage products; 0.064% of 360,000 active; activity, % at 10 µM; AID 504884; Y. pestis Topo-I cleavage product accumulation, plate reader; in the data active = activity above about 50%, passing the limit was not always enough; also: inactives centre near 2
Rv3671c inh: Rv3671c (M. tuberculosis) protease inhibition; P9WHR9; inhibition, % at 5.96 µM; 0.048% of 320,000 active; AID 2606; in the data active = inhibition above about 38%;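 also: extracellular domain of Rv3671c used as enzyme; 0% = enzyme with DMSO and 100% = no enzyme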
SSB-PriA inh: inhibitors of Klebsiella pneumoniae PriA binding to SSB C-terminal tail; inhibition, % at 33 µM; AID 1272365; AlphaScreen SSBct-PriA binding, biotinylated peptide; 0.6% of 430,000 active; in the data active = inhibition mostly above about 37%, no sharp cut-off; inactive = mostly below about 20%;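 also: plate controls were negative control peptide for no effect and reference peptide for full effect; strong numbers were not always called active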
TcdB GH inh: blocks C. difficile toxin B glycohydrolase activity. TcdB glycohydrolase enzymatic assay, plate reader. inhibition, % at 9.99 µM. 0.24% of 350,000 active. AID 652162; in the data active = inhibition above about 10%
3CLpro inhibitor: SARS-CoV 3CLpro protease inhibition | P0C6X7 | recombinant SARS-CoV 3CLpro, quenched FRET peptide cleavage | inhibition, % at 6 µM | 0.14% of 290,000 active; in the data active = inhibition above about 12%
PfHsp40 rescue: rescue of PfHsp40-mediated yeast toxicity. S. cerevisiae expressing PfHsp40, growth rescue, ATP luminescence. growth rescue, % at 12.5 µM. AID 504582. 0.68% of 340,000 active; in the data active = growth rescue above about 28%, passing the limit was not always enough;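 also: yeast W303a lacking pdr1 and pdr3 grown in galactose medium; growth measured after three days at 30 °C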
Anthrax LF prot: blocks Bacillus anthracis lethal factor protease | P15917 | multiplex microsphere protease cleavage assay, LF | inhibition, % at 10 µM | 0.12% of 360,000 active; in the data active = inhibition above about 30%; also: plate controls were buffer without enzyme for full effect and enzyme alone for no effect
Target sequence (P15917 whole entry, looked up): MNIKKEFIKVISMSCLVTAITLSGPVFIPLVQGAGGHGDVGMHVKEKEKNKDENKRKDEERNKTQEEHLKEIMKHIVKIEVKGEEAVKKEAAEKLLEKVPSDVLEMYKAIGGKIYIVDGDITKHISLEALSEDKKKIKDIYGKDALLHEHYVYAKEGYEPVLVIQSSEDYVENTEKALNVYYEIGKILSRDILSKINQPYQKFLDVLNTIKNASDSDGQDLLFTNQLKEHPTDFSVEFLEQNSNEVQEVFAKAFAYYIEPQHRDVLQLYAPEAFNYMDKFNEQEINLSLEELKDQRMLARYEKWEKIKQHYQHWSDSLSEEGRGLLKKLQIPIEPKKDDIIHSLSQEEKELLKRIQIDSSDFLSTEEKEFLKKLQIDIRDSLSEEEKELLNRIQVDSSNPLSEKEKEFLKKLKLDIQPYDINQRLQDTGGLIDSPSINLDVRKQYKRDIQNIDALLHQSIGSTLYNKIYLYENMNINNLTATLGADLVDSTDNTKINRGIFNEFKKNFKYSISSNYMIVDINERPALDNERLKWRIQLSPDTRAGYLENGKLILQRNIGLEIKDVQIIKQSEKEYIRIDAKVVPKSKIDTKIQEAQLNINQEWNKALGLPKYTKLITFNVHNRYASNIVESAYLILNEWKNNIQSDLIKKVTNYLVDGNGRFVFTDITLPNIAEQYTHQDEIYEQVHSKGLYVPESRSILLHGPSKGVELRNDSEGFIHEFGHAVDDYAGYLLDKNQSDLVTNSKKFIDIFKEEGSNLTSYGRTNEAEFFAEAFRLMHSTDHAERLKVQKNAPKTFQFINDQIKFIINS
VHR inh abs: inhibitors of human VHR1 phosphatase (DUSP3); P51452; recombinant VHR phosphatase, pNPP absorbance; inhibition, % at 13.3 µM; 0.52% of 290,000 active; AID 1654; in the data active = inhibition above about 50%; also: some compounds called inactive have numbers as strong as hits
Target sequence (P51452 whole entry, looked up): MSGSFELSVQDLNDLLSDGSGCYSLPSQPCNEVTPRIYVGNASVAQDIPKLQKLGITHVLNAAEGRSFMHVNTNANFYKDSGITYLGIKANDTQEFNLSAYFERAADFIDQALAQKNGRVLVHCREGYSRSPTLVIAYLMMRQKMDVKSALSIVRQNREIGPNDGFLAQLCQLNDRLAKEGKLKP
Vc quorum ag: inducers of Vibrio cholerae quorum light production without autoinducers. V. cholerae BH1578 lux reporter, luminescence, 6 h. activation, % at 18.7 µM. 0.16% of 350,000 active. AID 588436; in the data active = activation mostly above about 9.7%, no sharp cut-off; also: not every result past the cut was called active; inactives centre near 0; reference of the scale not given here
* marks the source's active call; other numbers are inactive results; i = inactive; . = no result given. An excerpt, so the mix of outcomes need not match the whole.

SMILES	MazEF act	Yp Topo-I inh	Rv3671c inh	SSB-PriA inh	TcdB GH inh	3CLpro inhibitor	PfHsp40 rescue	Anthrax LF prot	VHR inh abs	Vc quorum ag
O=C(c1cc2cc(F)ccc2[nH]1)N1CCN(Cc2ccc3c(c2)OCO3)CC1	-14.6	6.0	-0.7	1.8	1.5	0.7	-1.0	3.2	18.4	-0.3
Cc1nc(C)c(C(=O)NNS(=O)(=O)c2ccccc2)s1	-0.8	-3.1	-2.2	-4.6	1.6	-1.1	1.4	-2.3	-6.7	-0.5
COCC1CCN(C(=O)c2ccc(OC)c(OC3CCN(C(C)C)CC3)c2)CC1	-2.0	4.8	.	-3.1	0.9	-4.7	1.3	2.5	27.6	-0.7
N/C(=N\OC(=O)c1cnn(-c2ccccc2)c1C(F)(F)F)c1cc(C(F)(F)F)cc(C(F)(F)F)c1	6.1	4.6	-4.2	.	-0.2	1.4	1.8	-8.0	8.7	-0.3
CC(C)NS(=O)(=O)c1ccc(CCC(=O)N2CCc3ccccc3C2)cc1	-1.7	-10.7	-0.1	-3.6	0.3	0.6	0.6	-0.2	12.0	-0.2
Cc1ccc(-n2c(SCC(=O)NCC3CCCO3)nc3n[nH]c(C)c3c2=N)cc1Cl (centres undefined)	-3.4	29.3	-10.9	7.2	.	-1.5	-1.1	-3.3	1.2	0.3
COc1ccc2c(CC(=O)OCC(=O)Nc3ccc4c(c3)OCO4)coc2c1	-2.2	19.7	-1.6	-9.2	.	-4.9	0.2	-2.9	-12.8	i
CCC1/C(=N\O)CC(c2ccco2)NC1c1ccco1 (centres undefined)	-3.7	-10.9	4.0	.	.	6.3	-0.9	-0.7	-2.4	-0.3
O=C(COC(=O)c1cc([N+](=O)[O-])ccc1N1CCOCC1)c1ccc(Br)cc1	-7.8	16.0	2.1	16.0	-1.0	.	-0.5	-2.9	.	-1.2
Cn1c(Cn2c3ccccc3c3ccccc32)n[nH]c1=S	-1.4	-8.2	3.0	1.2	1.1	-4.5	0.2	-6.3	17.9	-0.8
O=C(CSc1nccc(=O)[nH]1)c1ccco1	4.6	-3.4	0.9	-2.9	0.2	-4.2	-0.3	6.5	24.2	-0.4
O=C(Nc1ccc(F)cc1)N1CCCC(c2nc3c(nnn3Cc3ccccc3Cl)c(=O)[nH]2)C1 (centres undefined)	11.9	35.5	5.6	-9.0	-0.6	1.1	1.4	2.4	22.7	-0.4
O=[N+]([O-])c1cccc(C(=S)N2CCN(c3ccccc3)CC2)c1	-0.7	1.0	-5.6	24.7	.	1.5	1.6	-3.2	10.4	0.6
C(=Nc1cccc2c(N=Cc3ccco3)cccc12)c1ccco1	3.7	-19.3	-13.3	20.7	.	0.9	0.4	-7.3	24.4	-0.1
CC1=NN(C(N)=S)C(=O)C1N=Nc1ccccc1[N+](=O)[O-] (centres undefined)	5.4	-1.5	.	.	0.6	.	.	-7.2	.	-1.0
CN(C)CCCN1C(=O)C(O)=C(C(=O)c2cc3ccccc3o2)C1c1ccccn1 (centres undefined)	10.6	2.7	.	-1.0	-0.1	.	-1.3	-4.8	.	i
CCCc1cc(=O)oc2c(C)c(OCC(=O)Nc3ccc(CN4CCOCC4)cc3)ccc12	11.1	-0.7	-8.2	-2.4	-0.7	-4.4	-0.9	3.7	-12.9	-13.0
Cc1ccc(NC(=O)Cn2nnc3ccccc32)cc1	12.9	3.2	-2.4	9.0	-0.9	-1.3	-0.3	-16.4	18.5	-0.9
Cc1cc2cc3c(cc2nc1SCC(=O)Nc1nc(C)c(C)s1)OCO3	-0.9	-3.3	-1.5	-10.8	.	-6.1	2.1	-2.8	-1.8	-0.1
CC(=O)N1CCN(C(=O)CSc2nnc(C)n2-c2ccccc2)CC1	10.8	-1.7	1.8	1.2	-6.6	2.1	0.1	-11.8	21.0	-1.6
O=c1ccc(-c2ccccc2)nn1Cc1ccccc1F	-0.1	10.3	.	-12.0	0.4	6.4	0.6	-1.7	-0.7	-0.6
O=[N+]([O-])c1cc(/C=N/OCc2c(Cl)cccc2Cl)ccc1N1CCOCC1	1.9	11.2	10.0	.	.	0.8	-0.8	-6.0	-3.7	-26.8
COC(=O)c1c(NC(=O)CSc2nnc(-c3ccco3)n2Cc2ccccc2)sc(C)c1C	-0.2	19.5	-12.2	15.9	.	3.6	0.2	-2.9	15.8	-5.0
CCN(CC)C(=O)c1ccc(COc2ccc(Cl)c(C)c2)o1	0.1	-4.8	-1.3	1.4	0.3	1.8	0.2	8.3	-3.8	-0.2
CCc1ccc(N2CC(C(=O)Nc3ccccc3F)CC2=O)cc1 (centres undefined)	1.2	-3.5	-3.3	-4.5	.	7.7	-0.4	0.4	3.6	i
CSCC(NS(=O)(=O)c1ccc(C)cc1)C(=O)O (centres undefined)	-2.6	2.1	5.4	0.1	0.1	0.0	0.1	-3.9	20.4	-0.4
Brc1ccc(-c2nc3ncccn3c2NC2CCCCC2)o1	9.7	3.9	7.6	-12.2	.	5.1	0.2	-10.9	10.8	-1.3
CCN(CC)Cc1cc(NC2=NS(=O)(=O)c3ccccc32)ccc1OC(=O)C(C)C	-3.8	-8.2	2.9	3.5	.	-2.3	1.0	-2.6	27.3	3.0
Cc1ccc(C(=O)NNc2ncnc3c2cnn3C)cc1	12.5	-1.0	-1.9	-11.1	0.1	3.8	-2.9	-2.7	-18.6	-1.2
COc1ccccc1C1OCC(C)(C)CO1	5.8	2.2	.	-1.7	-0.2	.	1.2	-5.4	.	-5.9

Going on with the list:
SMILES	MazEF act	Yp Topo-I inh	Rv3671c inh	SSB-PriA inh	TcdB GH inh	3CLpro inhibitor	PfHsp40 rescue	Anthrax LF prot	VHR inh abs	Vc quorum ag
CCC(SC1=NCCS1)C(=O)Nc1ccc(S(N)(=O)=O)cc1 (centres undefined)	-0.7	2.7	-5.4	-12.1	0.6	4.9	0.5	0.4	-8.0	-0.2
CCNc1nc(Cl)nc(NCCOc2ccc(C)cc2)n1	-7.5	-9.7	-5.6	-13.1	.	3.9	-1.0	-9.0	-0.9	-0.1
CC(=O)Nc1c(C(=O)C2CC2)oc2ccccc12	1.5	-4.8	0.1	-13.4	0.5	1.5	-0.8	-1.3	13.1	-0.4
COc1ccc2c(c1OC)C(=O)N(c1nccs1)C2	-0.5	3.5	-8.2	-11.8	.	3.5	2.3	1.3	-1.9	12.5
Cn1cccc1/C=C1/C(=O)NC(=S)N(Cc2ccc(F)cc2)C1=O	-2.2	-3.4	16.6	8.4	0.6	2.8	-0.9	10.1	6.2	-0.3
CCCNC(=O)C1CCC(CNS(=O)(=O)c2ccc3c(c2)CC(C)N3C(C)=O)CC1 (centres undefined)	-5.5	1.0	-1.0	-7.3	0.7	4.3	-1.6	4.9	-14.4	-0.2
Cc1ccc(CNC(=O)COC(=O)Cc2ccc(-c3ccccc3)cc2)cc1	-2.2	18.5	-22.7	-15.4	.	2.7	-1.3	-1.0	-1.8	-0.3
Cc1cc(C)nc(Nc2ccc(C)c([N+](=O)[O-])c2)n1	-0.2	3.7	4.4	-4.4	2.4	2.6	0.8	-8.3	15.1	i
CC(OC(=O)c1ccco1)C(=O)NCc1ccc2c(c1)OCO2 (centres undefined)	-1.1	4.8	-4.1	-11.9	2.0	0.2	-1.4	-8.6	45.2	i
CC(C)(C)c1ccc(NC(=O)COC(=O)c2ccc(CN3CCCC3=O)cc2)cc1	7.7	29.4	-14.0	5.0	1.6	.	0.0	-1.1	.	i
O=S(=O)(c1ccccc1)C1(C2CC(c3ccccc3)=NO2)CC(O)C1 (centres undefined)	2.1	6.4	4.1	-6.8	1.3	-1.3	-0.4	-8.5	21.2	-0.4
Cc1nc([N+](=O)[O-])cn1CC(=O)c1ccc(OC(F)(F)F)cc1	-16.7	7.0	-15.1	-14.0	.	1.8	-0.5	7.5	23.9	0.6
CC(C)CC(=O)NC(c1cccs1)c1ccc2cccnc2c1O (centres undefined)	6.7	5.2	-7.5	68.3	.	4.2	1.3	2.2	-4.8	-1.0
O=C(NC(=S)Nc1ccc(N2CCCC2)cc1)c1ccccc1[N+](=O)[O-]	-1.1	-4.6	-0.4	42.5	-0.7	-2.4	-1.6	-2.2	-14.0	2.8
CNC(=O)C1CC(=O)N(Cc2ccc3c(c2)OCO3)C(=Nc2ccc(F)cc2)S1 (centres undefined)	-9.1	-3.9	5.2	-4.0	1.3	-1.8	5.1	0.6	21.9	3.4
N#Cc1ccccc1OCC(=O)N1CCN(S(=O)(=O)c2ccc(Cl)cc2)CC1	4.1	16.7	2.8	-2.9	-1.2	.	1.4	-0.3	.	-0.3
O=C(Cn1ccc(NC(=O)OCc2ccccc2)nc1=O)NCCc1ccccn1	14.3	-0.9	8.2	-4.3	0.2	.	-1.5	-1.9	.	i
CC1CCc2c(c3ccccc3[nH]c2=O)O1 (centres undefined)	4.5	-3.6	2.6	-7.1	.	-3.7	0.6	-0.3	32.9	i
CCn1c(COc2c(C)cccc2C)nnc1SCc1nc2ccccc2c(=O)[nH]1	-16.9	21.2	0.0	-16.3	0.2	2.6	-0.2	-2.9	30.2	i
Clc1cccc(CN2CCc3c([nH]c4ccccc34)C2)c1Cl	3.3	-8.1	3.8	-2.6	0.2	0.0	0.3	12.6	-15.3	i
Cc1ccc(-c2cnc(C(O)c3c(C)cccc3C)[nH]2)cc1 (centres undefined)	.	-1.3	.	.	1.4	.	.	-4.2	.	i
COc1ccccc1NC(=O)C(C)Sc1nccn1C (centres undefined)	2.2	1.8	-0.8	-0.9	-2.7	.	0.4	0.9	.	0.4
Cc1cc(C)c(OCC(O)CN2CCN(C(=O)c3ccccc3)CC2)c(C)c1 (centres undefined)	-1.3	17.9	7.5	-8.3	1.4	4.5	-1.1	-13.9	0.3	i
Fc1ccc(N2N=C(c3cccs3)CC2c2ccccc2)cc1 (centres undefined)	-40.2	-6.5	7.2	-24.1	1.3	1.7	2.0	2.3	-5.2	i
Brc1cc2c(cc1C1OCCCO1)OCO2	-1.5	10.1	.	-9.7	1.2	.	-0.6	-0.6	.	.

Random excerpt: two entries already listed
SMILES	MazEF act	Yp Topo-I inh	Rv3671c inh	SSB-PriA inh	TcdB GH inh	3CLpro inhibitor	PfHsp40 rescue	Anthrax LF prot	VHR inh abs	Vc quorum ag
Fc1ccc(N2N=C(c3cccs3)CC2c2ccccc2)cc1 (centres undefined)	-40.2	-6.5	7.2	-24.1	1.3	1.7	2.0	2.3	-5.2	i
CCC1/C(=N\O)CC(c2ccco2)NC1c1ccco1 (centres undefined)	-3.7	-10.9	4.0	.	.	6.3	-0.9	-0.7	-2.4	-0.3
